Screens (PubChem BioAssay)
JMJD2C inh – inhibitors of GASC-1 histone demethylase, primary screen, biochemical, fluorescence, DELFIA europium; inhibition, % at 2.35 µM; 0.069% of 330,000 active; GST-JMJD2C(1-420) H3K9me3 demethylation;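 active = more than half of a compound's replicate wells show inhibition beyond 50%, single wells judged on their own value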;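 note: signal counts dimethyl H3K9 product captured on neutravidin plate; 0% = median of DMSO wells and 100% = 0.3 times that DMSO median; strong numbers were not always called active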
TPT1 inhibitor – Candida albicans TPT1 enzyme inhibitors, primary screen, biochemical, fluorescence polarization | 0.81% of 300,000 active | inhibition, % at 5 µM | recombinant caTPT1, FP RNA substrate dephosphorylation | tRNA 2'-phosphotransferase TPT1 (Candida albicans SC5314);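 active = inhibition above the mean of all tested compounds plus 3 SD, set per screening campaign, cut at about 24% in these data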;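 note: plate controls were DMSO alone for no effect and ferristatin control at 100 nM for full effect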
Efflux pump inh – inhibitors of Candida efflux pumps in yeast, primary screen, S. cerevisiae, Nile Red, multiplex. S. cerevisiae Candida pump triplex. AID 485275, 2010. 0.44% of 330,000 active. inhibition, % at 10 µM;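 active = plate passing quality check with inhibition over a set limit, or well fluorescence over plate mean plus 4 SD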;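 note: Nile Red retained in pooled yeast measured as flow cytometry median fluorescence; 0% = buffer negative control and 100% = Enniatin B positive control; higher means more Nile Red kept so more efflux inhibition; some compounds called inactive have numbers as strong as hits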
PP5 inh – PP5 phosphatase inhibitors, primary screen, biochemical, fluorescence. 0.18% of 320,000 active. Serine/threonine-protein phosphatase 5 (Homo sapiens), P53041. AID 1987, 2009. inhibition, % at 6.7 µM. purified PP5c, OMFP substrate fluorescence;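 active = inhibition above the campaign's mean inhibition across all tested compounds plus 3 SD, cut at about 9.5% in these data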;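 note: 0% = DMSO only and 100% = 100 µM cantharidin control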
Target sequence (P53041 whole entry, looked up): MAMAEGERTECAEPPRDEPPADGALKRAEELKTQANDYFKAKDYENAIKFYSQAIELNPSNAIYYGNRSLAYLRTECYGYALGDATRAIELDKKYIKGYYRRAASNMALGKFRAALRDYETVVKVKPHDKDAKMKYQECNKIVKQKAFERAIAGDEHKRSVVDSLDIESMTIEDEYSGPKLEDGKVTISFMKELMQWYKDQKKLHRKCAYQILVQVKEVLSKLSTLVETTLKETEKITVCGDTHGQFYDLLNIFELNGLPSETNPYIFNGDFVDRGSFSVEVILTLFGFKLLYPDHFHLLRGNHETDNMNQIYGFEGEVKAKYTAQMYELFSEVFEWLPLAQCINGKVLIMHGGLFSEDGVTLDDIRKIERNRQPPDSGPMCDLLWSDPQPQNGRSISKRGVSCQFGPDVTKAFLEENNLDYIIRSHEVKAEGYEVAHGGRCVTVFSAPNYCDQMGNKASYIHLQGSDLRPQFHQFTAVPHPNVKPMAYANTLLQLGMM
procasp7 counter – procaspase-7 activators, primary screen, counter-screen for procaspase-3 activator project, biochemical, absorbance, HTS, human; recombinant procaspase-7, Ac-DEVD-pNA absorbance 405 nm; D23A/D198A/D206A triple mutant, cannot self-cleave; scale: DMSO 0, 5 µM enzyme 100; activation, % at 8.5 µM; 0.093% of 330,000 active;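 active = percent activation above the screen-wide mean plus 3 SD, cut at about 25% in these data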
Target sequence (P55210 whole entry D23A/D198A/D206A): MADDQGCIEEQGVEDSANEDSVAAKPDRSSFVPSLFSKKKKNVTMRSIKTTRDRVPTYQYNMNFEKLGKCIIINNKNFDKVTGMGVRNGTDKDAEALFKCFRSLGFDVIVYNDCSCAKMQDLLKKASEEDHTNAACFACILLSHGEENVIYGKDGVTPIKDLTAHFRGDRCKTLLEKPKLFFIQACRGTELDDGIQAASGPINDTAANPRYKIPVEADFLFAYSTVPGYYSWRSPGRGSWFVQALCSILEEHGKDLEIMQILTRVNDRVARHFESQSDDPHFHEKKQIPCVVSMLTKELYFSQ
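buffer or medium = Zinc-free HEPES/NaCl buffer, pH 7.4 | material = Procaspase-7 triple mutant (PC-7 D3A) | input = 2 µM procaspase-7 mutant as dispensed | signal = Epi-absorbance of released pNA at 405 nm, two timepoints | timing = 1 h preincubation, 2 h reaction | replicates = singlicate compound testing | evaluation = % activation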
Fh CTSL1 inh – Fasciola hepatica cathepsin L1 inhibitors, primary screen, counter-screen for PFM18AAP inhibitor project, biochemical, QFRET, fluorogenic peptide substrate | recombinant F. hepatica cathepsin L1, Z-Leu-Arg-MCA fluorescence | inhibition, % at 5.96 µM | 0.49% of 300,000 active | AID 1906, 2009;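 active = inhibition above the mean of all tested compounds plus 3 SD, set per screening campaign, cut at about 17% in these data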;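 note: 0% = plate median of test compound wells and 100% = 1 µM Z-Phe-Ala-diazomethylketone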
PP1 inh – PP1-alpha phosphatase inhibitors, primary screen, counter-screen for PP5 inhibitor project, biochemical, fluorescence, OMFP substrate, single point; Serine/threonine-protein phosphatase PP1-alpha catalytic subunit (Homo sapiens), P62136; purified PP1alpha; inhibition, % at 6.7 µM; 0.9% of 320,000 active; AID 2235, 2010;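 active = inhibition above the mean inhibition of all tested compounds plus 3 SD, computed separately for each screening campaign, cut at about 15% in these data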
HCV core dimer – inhibitors of HCV core protein dimerization, primary screen, biochemical, TR-FRET, high-throughput | TR-FRET GST/Flag-core106 dimerization, 1536-well | inhibition, % at 5 µM | 0.33% of 300,000 active | AID 1899, 2009;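 active = inhibition above the mean of all tested compounds plus 3 SD, set per screening campaign, cut at about 45% in these data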
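System: GST-tagged and Flag-tagged HCV core protein residues 1-106 / Input: core106 proteins, GST 13.5 nM and Flag 17 nM / Buffer or medium: KF-containing HEPES buffer, pH 7.45, DTT, CHAPS, BSA / Probe or stimulus: Eu-anti-GST and XL665-anti-Flag labelled anti-tag antibodies / Schedule: 4 h, 22.5 °C incubation / Technique: TR-FRET 671 and 617 nm emission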
proCasp3 act – activators of human procaspase-3 D3A mutant, primary screen, biochemical, absorbance, PC-3 D3A mutant, single concentration; Caspase-3 (Homo sapiens), P42574; recombinant procaspase-3 D3A, Ac-DEVD-pNA absorbance 405 nm; activation, % at 8.5 µM; 0.11% of 330,000 active;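 active = activation above the mean of all tested compounds plus 3 SD, cut at about 21% in these data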;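 note: 0% = DMSO alone and 100% = DMSO wells spiked with extra 5 µM PC-3 D3A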
Target sequence (P42574 whole entry D9A/D28A/D175A): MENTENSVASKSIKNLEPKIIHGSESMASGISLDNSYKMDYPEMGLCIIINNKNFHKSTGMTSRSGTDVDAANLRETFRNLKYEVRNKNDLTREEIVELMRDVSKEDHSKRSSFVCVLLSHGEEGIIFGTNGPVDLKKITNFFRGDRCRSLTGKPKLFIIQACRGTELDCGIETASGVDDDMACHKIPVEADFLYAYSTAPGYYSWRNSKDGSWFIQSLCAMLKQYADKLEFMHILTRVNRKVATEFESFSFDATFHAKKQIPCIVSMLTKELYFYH
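Assay system: Autoprocessing-dead procaspase-3 D3A mutant enzyme; also added: Ac-DEVD-pNA; doses: one concentration, 8.5 µM nominal, 0.8% DMSO; times: 1 h compound preincubation, 2 h substrate hydrolysis at 25 °C; technique: 405 nm absorbance of p-nitroaniline, reads at 0 and 120 min; measure: % activation between DMSO and enzyme-spiked controls; repeats: single replicate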
Active calls of the source: *; i = inactive; x = no result given; & = joins results of further samples.

SMILES	JMJD2C inh	TPT1 inhibitor	Efflux pump inh	PP5 inh	procasp7 counter	Fh CTSL1 inh	PP1 inh	HCV core dimer	proCasp3 act
C/C(=N\NC(=O)C1CC1)c1ccc(N2CCOCC2)cc1	-1	-1	0.1	3.2	0	4	-3	-1	5
COc1ccc(S(=O)(=O)Nc2ccc(S(=O)(=O)N3CCCCC3)cc2)cc1OC	25	1	0.3	1.7	-12	0	-2	0	-6
O=C(COC(=O)c1ccc(O)cc1)Nc1cc(S(=O)(=O)N2CCOCC2)ccc1Cl	14	x	-0.1	0.7	3	x	-2	x	5
Cc1ccc(CNC(=O)C2CCC(=O)N2Cc2ccccc2Cl)cc1 (stereo not given)	-6	-1	0.0	1.3	-6	2	-1	-8	-4
NC(=O)C[n+]1ccc(/C=N/O)cc1	37	13	0.0	-0.9	5	1	0	-2	-7
COc1ccc(N(CC(=O)NC2CCCCC2)C(=O)CNC(=O)c2ccco2)c(OC)c1	0	-4	0.1	0.2	5	6	-2	-10	-5
CCCCn1c(=N)n(CC(=O)O)c2ccccc21	-15	1	0.1	-1.1	5	0	-1	1	-6
CCCSC1=C(C#N)C(c2ccc(OC)cc2)C2=C(CC(C)(C)CC2=O)N1 (stereo not given)	18	-2	0.1	0.3	13	2	2	8	-7
CCN(CC)S(=O)(=O)c1cccc(C(=O)OCC(=O)NC(C)c2ccccc2)c1 (stereo not given)	i	-4	-0.1	2.4	9	-4	-6	0	-3
CCCCN1Cc2cc(C(=O)c3cc(OC)ccc3O)cnc2NC1=O	0	-8	0.0	1.3	-4	-1	0	20	7
O=C(COc1cccc(C(F)(F)F)c1)Nc1cccnc1	-9	-4	0.0	0.9	1	-2	-4	8	4
CC(Sc1nc2ccccc2c(=O)n1C)C(=O)Nc1ccc2c(c1)OCCO2 (stereo not given)	-4	x	0.1	0.1	10	x	-3	x	3
Cc1c(-c2nc(-c3ccncc3)no2)cccc1[N+](=O)[O-]	2	3	0.0	1.7	3	0	-3	2	-2
Cc1ccc(NC(=O)COC(=O)c2ccc(S(=O)(=O)N3CCCCC3)cc2)cc1	11	x	0.0	0.5	3	x	7	x	-6
COc1cc2c(cc1OC)C(c1ccc(Br)cc1)NCC2 (stereo not given)	-9	0	0.0	-1.5	7	-3	-8	-1	1
CC(C)(C)OC(=O)CN1c2cccc3cccc(c23)S1(=O)=O	0	3	-0.1	-2.4	10	0	0	15	10
C[C@@H](C(=O)OCC(=O)c1ccc(F)c(F)c1)N1C(=O)C2CCCCC2C1=O (stereo not given in full)	-1	x	0.3	x	0	x	x	x	3
O=C1c2ccccc2C(=O)N1Cc1cc(-c2ccccc2Cl)no1	5	0	-0.1	5.3	-2	-2	-1	-3	-9
CN(C)/N=C/C=C1\CC/C(=C\c2ccc(F)c(F)c2)C1=O	-21	17	0.0	0.3	0	0	-6	5	-11
CN1CCc2c(sc(/N=C/c3cc(C(C)(C)C)ccc3O)c2C#N)C1	-14	14	0.3	-0.1	4	0	-3	-1	7
Cc1ccc(NC(=O)NC(=O)CSc2nnnn2C)c(C)c1	x	0	0.0	0.7	10	9	-3	0	-2
N#CC1(NC(=O)CSc2nnc(-c3ccccc3F)n2N)CCCCC1	3	0	-0.1	-0.1	-3	-3	-1	4	-2
O=C(CN1C(=O)NC(c2ccccc2)(c2ccccc2)C1=O)Nc1ccc2[nH]c(=O)[nH]c2c1	0	-2	0.0	1.4	-2	-4	-5	4	8
O=C(Cn1ccc2ccccc2c1=O)NCCC(=O)Nc1ccc2c(c1)OCCO2	21	3	0.0	-0.3	2	0	-6	-1	4
CCN(CC)C(=O)CSc1nc2c(sc(=S)n2-c2ccccc2)c(=O)n1Cc1ccco1	-2	2	-0.2	-0.7	-15	2	-1	5	-8

Other results follow.
SMILES	JMJD2C inh	TPT1 inhibitor	Efflux pump inh	PP5 inh	procasp7 counter	Fh CTSL1 inh	PP1 inh	HCV core dimer	proCasp3 act
Cc1cccc(NNC(N)=S)c1	-7	1	0.0	-3.4	3	3	-4	0	-6
O=C(NCc1ccccc1F)Nc1ccc([N+](=O)[O-])cc1	-2	-1	0.0	-1.0	7	1	-1	2	-3
CCOC(=O)CN(C(=O)CSc1nnc(-c2ccncc2)n1CCCOC)c1ccccc1	-8	22	0.0	3.4	-3	5	9	-7	-17
CN(CC(=O)Nc1ccccc1Cl)C(=O)CSC(=S)N1CCCC1	-33	-7	-0.2	-0.1	5	-3	-9	2	-1
COc1ccccc1-n1c(SCC(=O)Nc2cc(C)on2)nc2c([nH]c3ccccc32)c1=O	-2	-2	0.0	1.7	3	-2	1	2	1
CC(C)N1C(=O)N(c2cccc(Cl)c2)C(C)(O)CC1(C)C (stereo not given)	28	-1	-0.1	2.9	1	-7	2	-5	3
Cc1cc(OC(F)F)ccc1NC(=O)Nc1ccc([N+](=O)[O-])cc1	4	1	-0.2	4.1	12	1	3	0	-1
C#CCOCCOCCOCCNc1nc(N2CCN(C(=O)[C@H]([C@@H](C)CC)n3cc([C@@H](N)Cc4ccc(O)cc4)nn3)CC2)nc(N2CCN(C(=O)[C@H](CCCCN)n3cc([C@@H](N)CO)nn3)CC2)n1	14	0	0.5	2.6	7	16	5	-5	-2
CCC[C@H](CN[C@@H](CNC)[C@H](C)CC)NCCc1cc(C(F)(F)F)cc(C(F)(F)F)c1	-7	-1	0.0	1.7	-3	0	6	-26	-4
NC(=O)Cc1ncc(C(F)(F)F)cc1Cl	-8	-4	-0.1	-2.0	12	0	-3	1	9
Cc1nn(C)c(C(=O)NN)c1Cl	-3	-4	0.0	2.0	5	-2	3	1	8
CC(=O)N1CCC2(CC1)CC(=O)c1cc(OCC(=O)NCc3ccc(C)cc3)ccc1O2	-1&5	4	0.5	3.3	-2	-2	-8	-2	3
O=C1CCCCCCCCCC/C(=N\O)CCCO1	8	3	0.2	-1.5	-10	2	-3	-2	-4
CCOC(=O)C1=C(O)/C(=C\c2ccc(OC)c(OC)c2)N=C1C	3	-3	-0.1	-0.3	-9	-1	0	1	-4
Cc1c(NC(=O)c2ccc(COc3ccc4ccccc4c3)o2)c(=O)n(-c2ccccc2)n1C	77	1	0.0	3.1	1	-3	1	3	-1
CCC(=O)c1ccc(OCC(O)Cn2nnc3ccccc32)cc1 (stereo not given)	-1	-2	-0.2	-0.4	1	0	-4	-5	-4
CCCCC(=O)Nc1ccc2c(c1)nc(CCN1CCN(c3ccccn3)CC1)n2C	4	1	-0.2	0.1	0	2	-2	-7	-13
COc1ccc(Cc2noc(CN3CCCN(Cc4ccc(F)cc4)CC3)n2)cc1OC	0	2	0.3	3.6	-10	-4	0	-3	9
COc1ccc(C2C(C(=O)O)c3ccccc3C(=O)N2Cc2ccco2)cc1 (stereo not given)	7	-4	-0.2	-1.7	-11	5	10	-2	-7
Cc1c(CC(=O)N2CCC(C(=O)O)CC2)c(=O)oc2cc3c(cc12)CCC1(CCCCC1)O3	174	-3	0.1	-0.4	1	0	-2	6	10
CCN(CC)c1ccc(-c2c(C#N)c(N)nc(OC)c2C#N)cc1	-1	10	0.1	3.0	27*	5	2	6	60*
COC(=O)c1c(-c2ccc(F)cc2)csc1NC(=O)c1ccco1	2	7	0.0	2.4	-5	-1	2	14	1
Cc1ccc(S(=O)(=O)N2CCCCC2)cc1NC(=O)c1ccccn1	21	1	0.0	2.1	5	2	1	4	6
COCCNC(=O)C1CCN(S(=O)(=O)c2ccccc2)CC1	5	-1	0.0	-1.2	2	-1	-1	-3	-6
CCC1=C(OC(=O)N(CC)CC)N2C(=O)OC(=NCc3ccccc3)[C@]2(C)[C@H]2C1=CC[C@H]1C(=O)N(c3ccccc3)C(=O)[C@H]12	1	-3	-0.1	2.8	-10	1	1	-9	2
Cc1cc(C(=O)CSc2ncccn2)c(C)n1Cc1ccco1	-1	3	0.2	2.9	-10	-2	0	5	-5
O=C(NC1CCCCCC1)c1nc2ncccn2n1	-9	4	0.0	3.1	11	-3	0	-5	1
CC1=C(C(=O)Nc2ccccn2)C(c2ccccc2)n2ncnc2N1 (stereo not given)	7	0	0.1	1.0	6	-1	-2	-4	-3
O=C(O/N=C(/c1ccccc1)c1ccncc1)c1ccc(F)cc1	6	-5	0.1	4.6	-7	0	2	-2	-1

At a glance, three of the compounds above.
SMILES	JMJD2C inh	TPT1 inhibitor	Efflux pump inh	PP5 inh	procasp7 counter	Fh CTSL1 inh	PP1 inh	HCV core dimer	proCasp3 act
Cc1cccc(NNC(N)=S)c1	-7	1	0.0	-3.4	3	3	-4	0	-6
O=C(NCc1ccccc1F)Nc1ccc([N+](=O)[O-])cc1	-2	-1	0.0	-1.0	7	1	-1	2	-3
CCOC(=O)CN(C(=O)CSc1nnc(-c2ccncc2)n1CCCOC)c1ccccc1	-8	22	0.0	3.4	-3	5	9	-7	-17

Single records, from the list above:
O=C(O/N=C(/c1ccccc1)c1ccncc1)c1ccc(F)cc1 across the screens: JMJD2C inh = 6; TPT1 inhibitor = -5; Efflux pump inh = 0.1; PP5 inh = 4.6; procasp7 counter = -7; Fh CTSL1 inh = 0; PP1 inh = 2; HCV core dimer = -2; proCasp3 act = -1
CCOC(=O)CN(C(=O)CSc1nnc(-c2ccncc2)n1CCCOC)c1ccccc1 across the screens: JMJD2C inh = -8; TPT1 inhibitor = 22; Efflux pump inh = 0.0; PP5 inh = 3.4; procasp7 counter = -3; Fh CTSL1 inh = 5; PP1 inh = 9; HCV core dimer = -7; proCasp3 act = -17
CC1=C(C(=O)Nc2ccccn2)C(c2ccccc2)n2ncnc2N1 (stereo not given) across the screens: JMJD2C inh = 7; TPT1 inhibitor = 0; Efflux pump inh = 0.1; PP5 inh = 1.0; procasp7 counter = 6; Fh CTSL1 inh = -1; PP1 inh = -2; HCV core dimer = -4; proCasp3 act = -3
